Screens (PubChem BioAssay)
OX1R antag: antagonists of human orexin 1 receptor (OX1R); Orexin/Hypocretin receptor type 1 (Homo sapiens), O43613; OX1R-expressing cells, FRET antagonist read-out; inhibition, % at 6.6 µM; 1.8% of 330,000 active; AID 485270, 2010; in the data active = inhibition mostly above about 38%, no sharp cut-off; inactive = mostly below about 40%;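 also: 0% = agonist challenge alone and 100% = reference antagonist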
KCNQ2 inh: KCNQ2 potassium channel inhibitors, primary screen, cell-based, CHO-K1, FluxOR thallium flux, B-score (AID 2156); B-score at 10 µM; 20 min; hits give low values; 1.1% of 310,000 active;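 active = fluorescence ratio B-score at most minus 3 library SDs, with starting brightness B-score within 2 library SDs, cut at about -5.5 in these data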
Target sequence (O88943 whole entry, looked up): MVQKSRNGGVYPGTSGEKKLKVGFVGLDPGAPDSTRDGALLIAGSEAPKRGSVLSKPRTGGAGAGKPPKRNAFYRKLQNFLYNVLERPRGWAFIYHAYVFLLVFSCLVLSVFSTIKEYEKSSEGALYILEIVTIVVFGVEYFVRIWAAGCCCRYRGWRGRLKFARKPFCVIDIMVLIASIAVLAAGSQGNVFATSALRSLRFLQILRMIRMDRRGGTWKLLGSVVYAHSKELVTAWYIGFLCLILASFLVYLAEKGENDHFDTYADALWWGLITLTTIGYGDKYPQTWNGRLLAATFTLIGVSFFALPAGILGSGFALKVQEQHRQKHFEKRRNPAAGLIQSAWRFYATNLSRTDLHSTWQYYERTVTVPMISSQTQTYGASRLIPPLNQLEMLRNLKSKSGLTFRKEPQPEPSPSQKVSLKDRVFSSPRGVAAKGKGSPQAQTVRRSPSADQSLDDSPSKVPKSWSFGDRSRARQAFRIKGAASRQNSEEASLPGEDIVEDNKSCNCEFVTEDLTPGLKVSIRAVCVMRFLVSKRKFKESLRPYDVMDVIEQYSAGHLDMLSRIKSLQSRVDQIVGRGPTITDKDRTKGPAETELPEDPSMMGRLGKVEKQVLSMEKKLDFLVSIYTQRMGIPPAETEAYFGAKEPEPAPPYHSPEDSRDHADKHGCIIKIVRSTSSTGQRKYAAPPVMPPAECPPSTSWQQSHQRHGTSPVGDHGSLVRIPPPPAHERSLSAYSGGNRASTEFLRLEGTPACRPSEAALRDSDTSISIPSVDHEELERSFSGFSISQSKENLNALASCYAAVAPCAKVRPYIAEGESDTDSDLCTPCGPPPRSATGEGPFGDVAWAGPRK
STK33 inh: inhibitors of purified STK33 kinase, primary screen, biochemical, ADP-Glo luminescence, homogeneous, cell-free; inhibition, % at 10 µM; Serine/threonine-protein kinase 33 (Homo sapiens), Q9BYT3; 0.073% of 320,000 active; AID 2661, 2010; MBP phosphorylation;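 active = inhibition at or above 25%, using the most active replicate where run in duplicate; inactive = inhibition below 25%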
* marks the source's active call; other numbers are inactive results; i = inactive; · = not tested or not shown.

STK33 inh | OX1R antag | KCNQ2 inh | compound
-2.6 | 32 | i | O=C(OCc1nc2ccccc2s1)c1ccc([N+](=O)[O-])o1
-0.3 | 4 | i | COc1ccc(C2CC3(CC(C)(C)NC(=S)N3)Oc3cc(O)cc(C)c32)cc1 (stereo not given)
0.9 | 17 | i | O=[N+]([O-])c1ccc2nc(-c3ccncc3)[nH]c2c1
-0.4 | 14 | i | CC(=O)OCc1c(C(F)(F)F)nn(C)c1Oc1cccc(C(F)(F)F)c1
-1.4 | 15 | i | O=c1c(-c2ccnn2-c2ccc(F)cc2)cnc2n1CCS2
-1.2 | 24 | i | COCCOC(=O)CSc1ncccc1-c1nc2cc(C)c(C)cc2[nH]1
-1.0 | 2 | · | CCOc1ccccc1N1CCN(C(=O)CSc2ccc3c(c2)OCCO3)CC1
0.4 | -1 | i | CC(C)c1c(C(=O)N/N=C/C=C/c2ccccc2)nnn1-c1nonc1N
-1.0 | 5 | i | c1ccc2c(c1)Nc1cc3ccccc3cc1S2
-0.7 | 40 | i | CCO[C@@H]1OC(C(=O)N2CCN(Cc3ccccc3)CC2)=C[C@H](c2ccc(Br)cc2)[C@H]1CCCO
0.3 | 10 | i | Cc1csc(SCC(=O)NC(C)c2ccccc2)n1 (stereo not given)
-1.0 | 9 | i | COc1cc(CNc2ccc(C)c(C)c2)cc(OC)c1OC
0.4 | 28 | i | C=CCNC(=S)Nc1sc2c(c1C#N)CCCC2
-1.3 | 37 | i | NS(=O)(=O)c1ccc(N=Nc2c(=O)[nH]n3c(=O)c4c([nH]c23)CCCC4)cc1
-1.8 | 29 | i | CC1=NN(Cc2c(C)nn(Cc3ccccc3)c2C)C(C)(C)C1
0.0 | 2 | i | O=C(N/N=C/c1ccc([N+](=O)[O-])cc1)c1cc(-c2ccc3c(c2)OCO3)n[nH]1
-0.8 | 6 | · | Nc1c(N(Cc2ccccc2)C(=O)COc2ccc(F)cc2Cl)c(=O)[nH]c(=O)n1Cc1ccccc1
3.2 | 15 | i | C=CCn1cccc(C(=O)Nc2ccc(C)cc2)c1=O
-0.3 | 16 | i | O=C(/C=C/c1ccco1)Nc1ccccc1C(=O)O
-1.1 | -2 | i | COc1ccc(-c2nnc(SCC(=O)N(Cc3ccccc3)C(C)(C)C)o2)cc1OC
-2.5 | 15 | i | COc1ccc(S(=O)(=O)N2CCC(C(=O)NCc3cccs3)CC2)cc1
-0.9 | 11 | i | Cc1ccc(NC(=O)c2ccc(OCC3CCCO3)cc2)cc1 (stereo not given)
0.4 | 2 | i | CN(C)C(=O)CSc1nnc(CCN)o1
-0.2 | 12 | i | Cc1nc(N)sc1C(=O)N1N=N1
-3.3 | 10 | i | CCn1c(SCC(=O)Nc2cc(C)on2)nnc1-c1cccnc1
-0.7 | 4 | i | CCn1c(CSCc2ccc(Cl)cc2)n[nH]c1=S
0.1 | 13 | i | O=c1cc2c(nn1Cc1ccccc1)-c1ccccc1CC2
-0.4 | 11 | i | Cc1cc(C[n+]2cc(Cl)ccc2N)c2ncccc2c1
-1.4 | 11 | i | CN(C(=O)Nc1ccccc1)C1CCCc2ccccc21 (stereo not given)
1.2 | 20 | i | COc1ccc(C)cc1NC(=O)C/C(C)=N/NC(=O)Cc1cccc2ccccc12
-0.2 | 2 | i | Cc1ccc(N=C(NOCc2ccc(Cl)cc2Cl)c2nonc2N)c(C)c1
0.5 | 15 | i | O=C(/C=C/Nc1ccccc1F)c1ccc(Br)cc1
4.7 | 10 | i | O=C(N/N=C/c1cccs1)c1cncc(Br)c1
0.2 | 4 | i | Nc1nc(C23CC4CC(CC(C4)C2)C3)[nH]c(=O)n1
-1.3 | 36 | i | Cc1ccc(CNC(=O)CN(c2cccc([N+](=O)[O-])c2)S(=O)(=O)c2ccccc2)cc1
0.9 | 17 | i | COc1ccc2c(c1)nc(SCC(O)c1ccccc1)n2C (stereo not given)
-1.1 | 60 | i | Cc1cc(C)c2nc(SCC(=O)N3CC(=O)Nc4ccccc43)c(C#N)cc2c1
-0.1 | 35 | i | CC(Sc1nncn1-c1ccccc1)C(=O)Nc1cccc([N+](=O)[O-])c1 (stereo not given)
-0.4 | 73* | i | CCOC(=O)C1CCCN(c2cc(NCCCO)c([N+](=O)[O-])c3nonc23)C1 (stereo not given)
-1.7 | 20 | i | Cc1nc([N+](=O)[O-])cn1Cc1cccc([N+](=O)[O-])c1
-1.8 | 9 | i | CCCN(CCC)C(C)C(=O)NCC1(c2ccccc2)CCCC1 (stereo not given)
-0.7 | 3 | i | O=C(Nc1ccc2c(c1)OCCO2)C1CCCN(S(=O)(=O)Cc2ccccc2)C1 (stereo not given)
-1.5 | 28 | i | CCn1nc(C(=O)OCC(=O)NCC(C)C)c2ccccc2c1=O
1.0 | 9 | i | Cc1cc(NC(=O)COC(=O)CCNS(=O)(=O)c2cccc(C(F)(F)F)c2)no1
-0.3 | 17 | i | O=c1oc2cc(Oc3ccc(C(F)(F)F)cc3[N+](=O)[O-])ccc2c2c1CCCC2
0.5 | 6 | i | C(=C\c1ccccc1)/C=N/N1CCN(c2ccccn2)CC1
-1.3 | -5 | i | OC(COCc1ccc(Cl)cc1)CN1CCc2ccccc2C1 (stereo not given)
1.0 | 15 | i | S=C(Nc1ccccc1)Nc1cccc(Br)c1

A section from the list above, as a working copy:
STK33 inh | OX1R antag | KCNQ2 inh | compound
-2.6 | 32 | i | O=C(OCc1nc2ccccc2s1)c1ccc([N+](=O)[O-])o1
-0.3 | 4 | i | COc1ccc(C2CC3(CC(C)(C)NC(=S)N3)Oc3cc(O)cc(C)c32)cc1 (stereo not given)

The listing picks up; the three compounds before the break are reprinted first.
STK33 inh | OX1R antag | KCNQ2 inh | compound
0.5 | 6 | i | C(=C\c1ccccc1)/C=N/N1CCN(c2ccccn2)CC1
-1.3 | -5 | i | OC(COCc1ccc(Cl)cc1)CN1CCc2ccccc2C1 (stereo not given)
1.0 | 15 | i | S=C(Nc1ccccc1)Nc1cccc(Br)c1
· | 67* | i | CCN(CC(=O)Nc1c(F)cccc1F)C(=O)CCc1nc2sc3c(c2c(=O)[nH]1)CCCC3
-0.4 | 0 | i | CNC(=S)N(CCO)Cc1cc2cc3c(cc2[nH]c1=O)OCO3
-1.5 | 25 | i | Cc1ccsc1C(=O)OCC(=O)N1CCOCC1
-2.9 | 4 | i | Cc1ccc(NC(=O)CN(C)C(=O)c2ccc(NC(=O)CC3SC(N4CCCC4)=NC3=O)cc2)cc1 (stereo not given)
-2.7 | 4 | i | COc1ccc(-n2nnc3c(=O)n(CC(=O)N4CCCCC4)cnc32)cc1
0.0 | 15 | i | CCOC(=O)/C(C#N)=C/c1cn(CCC(=O)O)nc1-c1cccc(Cl)c1
1.2 | 15 | i | Cc1ccccc1Nc1nc(N)nc(COC(=O)c2cccn2C)n1
-1.5 | 15 | i | CC(=O)NC1(C(F)(F)F)N=C(c2ccccc2)NC1=O (stereo not given)
-1.8 | 9 | i | O=C(NCc1ccco1)C(C(=O)c1ccccc1)n1ccccc1=O (stereo not given)
-1.2 | -10 | i | O=C(O)CN1C(=O)C(=O)N(Cc2ccc(Cl)cc2Cl)C1=O
-1.0 | 1 | i | Cc1c(S(=O)(=O)N2CCN(C(c3ccccc3)c3ccccc3)CC2)c(=O)n(C)c(=O)n1C
0.4 | 23 | i | CCC(C)NC(=O)CO/N=C/c1ccccc1OC(F)F (stereo not given)
0.2 | 13 | i | CCCOC(=O)CSC1=C(C#N)C(c2ccc3c(c2)OCO3)CC(=O)N1 (stereo not given)
-1.0 | 63 | i | CCCCC(=O)NNC(=S)NC(=O)c1ccc([N+](=O)[O-])cc1
-1.4 | 23 | i | Cc1cccc(-n2nnc3c(=O)n(Cc4ccccn4)cnc32)c1
-0.6 | -9 | i | O=C(CN1CCN(c2ccc(F)cc2)CC1)Nc1ccccc1Br
-0.7 | 15 | i | CN(c1ccc([N+](=O)[O-])cc1/C=N/NC(=O)COc1ccccc1)C1CCCCC1
0.6 | 10 | i | COCc1cc(CN2CCN(Cc3ccsc3)C(CCO)C2)ccc1OC (stereo not given)
1.5 | 13 | i | N#CC1=C(S)N(c2ccccc2)C(c2ccc(-c3ccccc3Cl)o2)NC1=O (stereo not given)
0.5 | 26 | i | O=C(Nc1ccccc1)Nc1ccc2ncoc2c1
-0.7 | 10 | i | Clc1ccc(OCCCN2CCCCC2)c(Br)c1
-0.7 | 13 | i | O=C(CCCN1C(=O)c2cccc3cccc(c23)C1=O)N1CCN(c2ccccc2)CC1
0.4 | 14 | i | CCCCc1c(O)nc(SCC(=O)N2CCOCC2)n(-c2ccc(OC)cc2)c1=O
-3.3 | -7 | i | Nc1nc2nn(-c3ccccc3)nc2c(=O)[nH]1
-0.2 | 11 | i | COc1ccc(CCNS(=O)(=O)c2ccc3c(c2)NC(=O)CO3)cc1OC
0.0 | 18 | i | Cc1nnc2n1N=C(c1ccc(OC(F)F)cc1)C(C)S2 (stereo not given)
-0.9 | -1 | i | Cc1ccc(/C=C/c2nc3sc(C(=O)O)c(C)c3c(=O)[nH]2)cc1[N+](=O)[O-]
0.2 | 6 | i | O=C(Nc1ccccc1)c1cc(-n2cnnc2)ccc1Cl
-0.4 | 4 | · | CCCCN(C(=O)COC(=O)c1ccccc1)c1c(N)n(CCC)c(=O)[nH]c1=O
2.8 | 17 | i | Cc1cccc(Nc2c(-c3ccc(O)cc3)nc3ncccn23)c1
-0.1 | 15 | i | CC(NCc1ccc(F)cc1)C(=O)NC1CCCCC1 (stereo not given)
-0.8 | 4 | i | COC(=O)c1cc2c(s1)-c1ccc(OC)cc1CC2
-1.4 | 7 | i | CCCCNC(=O)NNC(=O)C1CC1(c1ccccc1)c1ccccc1 (stereo not given)
-0.3 | 3 | i | O=c1cc(CO)occ1OCc1cccc(F)c1
0.5 | 15 | i | CCOC(=O)[C@@H]1[C@H]2COc3ccc(Br)cc3[C@@H]2N2C(=O)N(c3cccc(F)c3)C(=O)[C@@]12C
-2.5 | 5 | i | Cc1nn(CCc2n[nH]c(=S)n2-c2ccc(F)cc2)c(C)c1[N+](=O)[O-]
-0.5 | 23 | i | CCN(CC(=O)NCc1ccc(Cl)cc1)C(=O)CNS(=O)(=O)c1ccc(NC(C)=O)cc1
-0.5 | 22 | i | COc1ccc(NC(=S)N2CCC(NC(=O)c3ccc(F)cc3)CC2)cc1
0.5 | 9 | i | CC(=O)Nc1ccc(N(C(=O)c2cnccn2)C(C(=O)NC2CCCCC2)c2ccc(O)cc2)cc1 (stereo not given)
-0.7 | 26 | i | Cc1noc(C)c1S(=O)(=O)Nc1ccc(C(=O)N2CCN(c3cccc(Cl)c3)CC2)cc1
0.2 | 13 | i | Cc1ccc(Oc2ccccc2)c(NC=O)c1
-2.8 | -4 | i | CCOc1cc(/C=N/NC(=O)c2cc(C)n(-c3ccc(F)cc3)c2C)ccc1O
10 | -6 | i | Cc1nnsc1C(=O)NCc1c(F)cccc1Cl
-1.2 | 24 | i | CCS(=O)(=O)Nc1cccc(C2=NN(S(=O)(=O)CC)C(c3cccs3)C2)c1 (stereo not given)
-1.0 | 11 | i | O=C(CSc1ccccc1)NC1=NCCS1
0.4 | 3 | i | O=C(CNC(=O)c1ccc(F)cc1)c1ccccc1
0.0 | 6 | · | Cc1ccc(-c2cn(CCC(=O)O)c(-c3ccc(Cl)nc3)n2)cc1
-0.5 | 15 | i | COc1cc(C2c3c(oc4c(C)cc(C)cc4c3=O)C(=O)N2Cc2cccnc2)ccc1O (stereo not given)

Full records from above.
`Cc1csc(SCC(=O)NC(C)c2ccccc2)n1` (stereo not given) across the screens: STK33 inh: 0.3; OX1R antag: 10; KCNQ2 inh: i
`Cc1cc(C[n+]2cc(Cl)ccc2N)c2ncccc2c1` across the screens: STK33 inh: -0.4; OX1R antag: 11; KCNQ2 inh: i

Carrying on:
STK33 inh | OX1R antag | KCNQ2 inh | compound
-1.8 | 23 | i | CCC(c1nnnn1Cc1ccccc1)N1CCN(C(=O)c2ccco2)CC1 (stereo not given)
0.1 | -5 | i | NS(=O)(=O)c1ccc(NC(=O)Nc2ccc(S(N)(=O)=O)cc2)cc1
-1.0 | 8 | i | Cc1ccsc1C(=O)N1CC(=O)Nc2ccccc21
-0.2 | 7 | i | O=C(O)CCCNC(=O)Nc1ccccc1
0.1 | 3 | · | COc1ccccc1NC(=O)c1ccc(NC(=O)COC(=O)c2ccc(O)cc2)cc1
1.3 | 7 | i | Cc1nc2cc(C(=O)O)ccc2n1C1CCCCC1
-1.2 | 11 | i | CC(=O)OCC(=O)Nc1c(C)cc(C)cc1C
-0.6 | -6 | i | CNc1nc2c(-c3ccc(Cl)cc3)nnn2c2ccccc12
-1.8 | 3 | i | Cc1ccc(S(=O)(=O)N2CCN=C2SC(C)c2ccccc2)cc1 (stereo not given)
-1.6 | 1 | i | COc1cc(CNC(C)(C)CO)cc(Br)c1OCc1ccc(Cl)cc1Cl

Some of the entries so far, as tab-separated lines:
SMILES	STK33 inh	OX1R antag	KCNQ2 inh
Cc1ccsc1C(=O)N1CC(=O)Nc2ccccc21	-1.0	8	i
Cc1ccc(S(=O)(=O)N2CCN=C2SC(C)c2ccccc2)cc1 (stereo not given)	-1.8	3	i
CCC(c1nnnn1Cc1ccccc1)N1CCN(C(=O)c2ccco2)CC1 (stereo not given)	-1.8	23	i
Cc1nc2cc(C(=O)O)ccc2n1C1CCCCC1	1.3	7	i
